Assay outcomes from PubChem.
CHRM4 PAM: human M4 muscarinic receptor positive allosteric modulators, primary screen, CHO-K1 cells, Fluo-8 calcium fluorescence | Muscarinic acetylcholine receptor M4 (Homo sapiens), P08173 | CHO-K1 hM4/Gqi5, ACh EC20; 0% = ACh EC20, 100% = maximal ACh | activation, % at 3 µM | hit rate 0.4% among 360,000 | AID 624126, 2012;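 active = activation above its plate's cutoff, the mean activation of sample wells plus 3 SD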; note: some results filed as inactive read as strong as hits
Target sequence (P08173 whole entry, looked up): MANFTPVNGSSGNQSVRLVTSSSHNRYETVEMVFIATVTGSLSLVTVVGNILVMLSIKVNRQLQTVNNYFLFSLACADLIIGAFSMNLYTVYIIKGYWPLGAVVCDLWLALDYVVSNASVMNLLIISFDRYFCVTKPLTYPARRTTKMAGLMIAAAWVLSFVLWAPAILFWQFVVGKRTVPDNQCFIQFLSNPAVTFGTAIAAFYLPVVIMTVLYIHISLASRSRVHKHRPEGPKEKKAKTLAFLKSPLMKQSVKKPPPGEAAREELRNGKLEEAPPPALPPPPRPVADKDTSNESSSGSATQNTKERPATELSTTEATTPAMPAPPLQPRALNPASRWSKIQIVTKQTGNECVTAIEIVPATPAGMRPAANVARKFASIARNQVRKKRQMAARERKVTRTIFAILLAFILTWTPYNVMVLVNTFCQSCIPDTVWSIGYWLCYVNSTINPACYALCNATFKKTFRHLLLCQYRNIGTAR
M4 ag: human M4 muscarinic receptor agonists, primary screen, CHO-K1 cells, Fluo-8 calcium fluorescence | CHO-K1 hM4/Gqi5; vehicle 0%, full acetylcholine response 100% | activation, % at 3 µM | Muscarinic acetylcholine receptor M4 (Homo sapiens), P08173 | hit rate 0.14% among 360,000;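 active = activation above the run mean over all test wells plus 3 SD, cut at about 32% in these data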;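 note: peak over basal fluorescence ratio per well then scaled between controls; 0% = DMSO wells and 100% = acetylcholine at EC100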
CHRM5 antagonist: human M5 muscarinic receptor antagonists, primary screen, CHO cells, Fluo-8 calcium fluorescence; hit rate 0.59% among 360,000; inhibition, % at 3 µM; CHO-hM5 cells, ACh EC80;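 active = inhibition above a per-plate cutoff, the mean of that plate's test compounds plus 3 SD, cut at about 27% in these data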;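 note: 0% = acetylcholine EC80 with DMSO and 100% = DMSO without agonist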
Target sequence (P08912 whole entry, looked up): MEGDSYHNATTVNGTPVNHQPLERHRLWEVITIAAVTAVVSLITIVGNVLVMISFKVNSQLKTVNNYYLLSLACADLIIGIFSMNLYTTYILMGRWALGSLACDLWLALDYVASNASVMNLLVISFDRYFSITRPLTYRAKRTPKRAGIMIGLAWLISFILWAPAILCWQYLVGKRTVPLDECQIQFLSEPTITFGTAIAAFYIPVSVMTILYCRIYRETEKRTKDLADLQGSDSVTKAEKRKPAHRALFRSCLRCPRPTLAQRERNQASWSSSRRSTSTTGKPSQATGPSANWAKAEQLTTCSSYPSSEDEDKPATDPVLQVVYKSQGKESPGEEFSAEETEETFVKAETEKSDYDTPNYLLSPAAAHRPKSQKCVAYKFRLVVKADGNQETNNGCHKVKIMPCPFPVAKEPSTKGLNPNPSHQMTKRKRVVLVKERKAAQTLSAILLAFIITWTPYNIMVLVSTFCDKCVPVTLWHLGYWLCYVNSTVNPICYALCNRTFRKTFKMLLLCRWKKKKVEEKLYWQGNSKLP
M4 antag: human M4 muscarinic receptor antagonists, primary screen, CHO cells, Fluo-8 calcium fluorescence. Muscarinic acetylcholine receptor M4 (Homo sapiens), P08173. AID 624125, 2012. CHO-hM4 cells, ACh EC80. hit rate 0.73% among 360,000. inhibition, % at 3 µM;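 active = inhibition above its plate's cutoff, the mean inhibition of sample wells plus 3 SD, cut at about 27% in these data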;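 note: 0% = acetylcholine EC80 with DMSO and 100% = DMSO without agonist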
CHRM1 antagonist: human M1 muscarinic receptor antagonists, primary screen, CHO-K1 cells, Fluo-8 calcium fluorescence, 1536-well | CHO-K1 hM1, ACh EC80 antagonist | hit rate 1.3% among 360,000 | inhibition, % at 3 µM | Muscarinic acetylcholine receptor M1 (Homo sapiens), P11229;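 active = percent inhibition above its own plate's cutoff, namely the mean of that plate's compound wells plus 3 SD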;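 note: peak over basal fluorescence ratio during 140 s after agonist addition; 0% = ACh EC80 plus DMSO and 100% = DMSO alone without agonist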
M1 PAM: human M1 muscarinic receptor positive allosteric modulators, primary screen, CHO-K1 cells, Fluo-8 calcium fluorescence, 1536-well. CHO-K1 hM1, ACh EC20; 0% = ACh EC20, 100% = maximal ACh. activation, % at 3 µM. hit rate 0.088% among 360,000; in the data active = activation above about 19%, passing the limit was not always enough
CHRM5 agonist: human M5 muscarinic receptor agonists, primary screen, CHO-K1 cells, Fluo-8 calcium fluorescence | CHO-K1 hM5 cells; 0% DMSO wells, 100% maximal acetylcholine response | activation, % at 3 µM | hit rate 0.19% among 360,000 | AID 624037, 2012;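 active = activation above the run's mean over test compounds plus 3 SD, cut at about 23% in these data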;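 note: signal is peak over basal fluorescence ratio across the kinetic read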
M5 PAM: human M5 muscarinic receptor positive allosteric modulators, primary screen, CHO-K1 cells, Fluo-8 calcium fluorescence | Muscarinic acetylcholine receptor M5 (Homo sapiens), P08912 | CHO-K1 hM5, ACh EC20 PAM; 0% = ACh EC20, 100% = ACh EC100 | activation, % at 3 µM | hit rate 0.3% among 360,000 | AID 624038, 2012;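 active = activation above the run cutoff, the mean activation of all test compounds plus 3 SD, cut at about 18% in these data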
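System – CHO-K1 hM5 cells · Compound – 3 µM, single dose · Incubation – compound preincubation 140 s before EC20 acetylcholine addition · Technique – Fluo-8 calcium fluorescence · Measure – Max/basal fluorescence ratio as % of EC20–EC100 ACh window · Benchmarks – low control EC20 acetylcholine (0%), high control EC100 acetylcholine (100%) · Replication – singlicate, one well per test compound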
CRFBP-R2 agonist: agonists of CRF-BP/CRF-R2 complex, primary screen, cell-based, HEK293, calcium dye fluorescence, uHTS; calcium dye fluorescence (FLIPR); percent of saturating CRF peptide response; activation, % at 13.2 µM; hit rate 0.46% among 350,000;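 active = activation of at least 50%, plus an integration ratio under a set limit after plate pattern correction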;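 note: plate controls were neutral control wells without compound for no effect and CRF at EC100 for full effect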
* marks the source's active call; other numbers are inactive results; x = not tested or not shown.

SMILES	CHRM4 PAM	M4 ag	CHRM5 antagonist	M4 antag	CHRM1 antagonist	M1 PAM	CHRM5 agonist	M5 PAM	CRFBP-R2 agonist
Cc1ccc(S(=O)(=O)Nc2ncnc3ccccc23)cc1	-4.7	1.2	13.1	13.7	-2.8	3.3	-1.2	-2.7	-0.1
COc1ccc(CC2(C)OC(c3ccc([N+](=O)[O-])cc3)=NN2C(C)=O)cc1 (centres undefined)	-34.1	-0.5	12.3	-0.7	1.3	-8.6	-18.7	-6.2	1.1
Cc1ccc(S(=O)(=O)N2CCN(C(=O)COC(=O)CSc3ccc(C)c(C)c3)CC2)c(C)c1	2.6	13.8	0.6	0.0	1.6	0.9	3.4	-4.3	3.1
O=C(Nc1ccc(S(=O)(=O)Nc2ncccn2)cc1)c1ccc(Br)s1	12.3	0.5	-3.8	4.9	-11.4	8.6	-1.2	8.4	0.1
CC(C)OC(=O)CSc1nnc(COc2ccc([N+](=O)[O-])cc2)n1C	8.8	1.3	-11.9	1.2	-13.5	11.4	-3.2	7.5	-0.8
O=C1CN(C(=O)COC(=O)c2cc(Cl)ccc2[N+](=O)[O-])c2ccccc2N1	9.1	3.3	-1.4	-18.5	-2.9	0.0	1.3	-2.6	-1.1
O=C(CNc1ccccc1)Nc1ccc(F)cc1	-3.3	2.5	-1.4	4.2	4.0	-5.2	2.8	-9.2	0.8
C=CCc1cccc2cc(C(=O)OCC)c(=O)oc12	-1.2	0.2	-0.1	10.0	-9.7	8.9	-0.6	4.1	-1.1
COc1ccc(/C=C/C(=O)NC2CCN(Cc3ccccc3)CC2)cc1OC	-2.9	1.6	14.6	-5.2	-15.5	12.7	-4.4	-1.9	0.5
Cc1ccc2c(c1)N(C(=O)CCC(=O)N1CCOCC1)CCO2	5.4	0.5	-1.6	-13.1	-5.9	5.3	1.0	0.0	0.6
CC(C)C[C@H](NC(=O)Nc1cccc(Cl)c1)C(=O)O	3.8	0.4	2.9	3.9	-0.7	9.2	2.1	-0.9	-0.9
Cc1ccc(NC(=O)c2ccc(OC(=O)C(C)Oc3ccc(Cl)cc3C)cc2)cc1 (centres undefined)	-1.9	-0.2	9.9	-1.6	8.7	-7.2	-2.0	-2.9	-2.2
CC1Cn2c(Cc3ccccc3)nnc2S1 (centres undefined)	8.2	1.1	-13.9	-6.2	-8.4	5.8	0.2	6.2	x
CCOC(=O)Nc1oc2ccccc2c(=O)c1CN1CCOCC1	-10.4	5.9	10.7	13.1	18.0	1.1	3.5	-10.3	-1.2
Cc1cc(C(=O)N/N=C/c2ccc([N+](=O)[O-])s2)c2ccccc2n1	-0.5	4.7	17.2	-14.0	0.2	4.6	-3.3	-3.4	-1.0
Cc1ccsc1C(=O)NC1CCCCC1C (centres undefined)	3.5	0.3	3.9	4.4	-6.5	7.4	-3.9	-2.8	-0.3
O=C(Nc1ccsn1)c1ccc(Cl)cc1Cl	-3.0	0.8	7.1	7.2	-1.1	11.4	0.9	-3.5	-0.5
CCOC(=O)C1=CCN(S(=O)(=O)c2ccc(C)cc2)C1c1cccc(C)c1 (centres undefined)	-3.9	-1.6	-3.7	-16.2	-6.7	1.9	-4.6	-0.7	x
Cn1cccc1Cc1nnc(SCC(=O)N2CCCCCC2)n1-c1ccc(F)cc1	5.7	1.0	-4.9	-6.1	-8.7	4.4	0.0	1.7	-0.6
CC(C)(C)c1ccc(C(=O)Nc2ncn[nH]2)cc1	-13.2	20.1	16.4	1.9	11.8	-5.1	-4.9	-12.5	-0.3
COc1ccc(C(CC(=O)NC(C)c2ccc(-c3ccccc3)cc2)NC(C)=O)cc1 (centres undefined)	0.5	2.1	-5.1	-9.9	-6.1	8.4	-0.3	3.0	0.5
CCOC(=O)N=S(N)(=O)c1ccc(Cl)cc1 (centres undefined)	1.1	0.3	13.3	1.0	-26.9	4.5	-1.8	-10.8	0.2
O=C(COc1ccc(Cl)cc1)N(Cc1cccs1)C1CCS(=O)(=O)C1 (centres undefined)	7.2	3.4	2.8	-10.4	-24.8	11.4	1.7	-3.6	3.1
CS(=O)(=O)c1ccc(C(=O)Nc2ccc(N3CCCC3)cc2)c(Cl)c1	4.0	2.3	1.8	-1.9	0.3	7.9	0.1	6.7	-1.8
COc1ccc(C(NC(=O)C2CCN(CCOc3ccc(Cl)cc3)CC2)c2cccs2)cc1 (centres undefined)	-0.4	13.6	-0.8	-15.9	-2.2	-1.3	0.2	4.0	x
Cc1ccccc1OCCCC(=O)Nc1ccc(N2CCOCC2)cc1	3.2	6.1	8.6	0.6	-5.3	6.3	5.2	-5.9	0.4
CCOc1ccc(NC(=O)CC2C(=O)Nc3ccccc3N2C(=O)c2ccccc2)cc1 (centres undefined)	-8.3	9.7	3.0	-7.3	2.0	1.5	-3.4	-4.1	-1.4
COc1ccc(N2C(=O)CSC23C(=O)N(CC(=O)NC2CCCC2)c2ccccc23)cc1 (centres undefined)	2.8	1.1	22.2	-5.3	4.9	-0.9	-5.6	-6.2	0.2
CSc1nnc(N(CCC#N)CCC#N)s1	1.4	0.3	-4.2	-13.2	-0.6	2.6	-3.9	39.8*	-2.0
COc1ccc([N+](=O)[O-])cc1NC(=O)c1ccc(CN(c2ccccc2)S(C)(=O)=O)cc1	-4.2	2.9	-1.8	-0.9	1.7	4.0	-3.7	-0.2	-0.3
O=C(NCCc1cccc(F)c1)[C@@H]1CSC2c3ccccc3C(=O)N21 (some centres undefined)	-5.8	2.4	-3.7	3.5	-14.9	-2.0	-3.0	1.7	2.2
COc1ccc(C2c3ccc4ccccc4c3Oc3ncn(CCCO)c(=N)c32)cc1OC (centres undefined)	-1.1	1.8	0.0	-13.0	-7.6	5.9	3.1	0.9	0.1
CCOc1cc(CNCc2cccnc2)ccc1OCC(=O)NC(C)(C)C	-3.0	0.3	1.2	-0.8	-1.0	6.7	-4.4	1.2	4.8
O=C(c1ccccc1)N1N=C(c2ccccc2)CC1c1ccc2nccnc2c1 (centres undefined)	-1.5	1.2	1.9	1.5	2.0	-0.3	1.0	-1.2	1.7
CCC(=O)Nc1ccc(C(=O)Nc2ccc(OC)cc2[N+](=O)[O-])cc1	1.7	0.3	-5.6	9.0	7.8	-3.7	-3.1	-1.8	-2.3
O=C(NCCCNC(=O)c1ccccc1F)c1ccco1	-1.1	0.4	9.9	4.9	-11.7	3.7	-1.8	0.1	-0.8
Cc1ccc(C(=O)N/C(=C/c2cccnc2)C(=O)NCc2ccco2)cc1	7.8	0.3	-2.1	-0.6	-6.4	2.4	-1.3	2.0	1.5
O=C(Nc1c2c(nn1-c1cccc(Cl)c1)CS(=O)(=O)C2)C1CC1	2.6	0.6	-2.8	-5.7	8.8	-0.4	-1.9	9.9	-0.1
COc1ccc(C(=O)N2CCN(S(=O)(=O)c3ccc(Br)cc3)CC2)cc1	-4.6	7.3	16.1	5.7	-0.6	-5.3	-2.2	-9.1	-1.3
COc1c(F)c(F)c(C(=O)O)c(Nc2ccccc2C)c1F	-2.3	1.5	3.9	15.3	-12.2	0.3	2.5	-3.4	-0.1

One compound at a time, as listed above. Order of values: CHRM4 PAM	M4 ag	CHRM5 antagonist	M4 antag	CHRM1 antagonist	M1 PAM	CHRM5 agonist	M5 PAM	CRFBP-R2 agonist
Profile of COc1ccc(C(=O)N2CCN(S(=O)(=O)c3ccc(Br)cc3)CC2)cc1 = -4.6	7.3	16.1	5.7	-0.6	-5.3	-2.2	-9.1	-1.3
Profile of CCOc1cc(CNCc2cccnc2)ccc1OCC(=O)NC(C)(C)C = -3.0	0.3	1.2	-0.8	-1.0	6.7	-4.4	1.2	4.8
Profile of COc1c(F)c(F)c(C(=O)O)c(Nc2ccccc2C)c1F = -2.3	1.5	3.9	15.3	-12.2	0.3	2.5	-3.4	-0.1
Profile of O=C(Nc1c2c(nn1-c1cccc(Cl)c1)CS(=O)(=O)C2)C1CC1 = 2.6	0.6	-2.8	-5.7	8.8	-0.4	-1.9	9.9	-0.1

(more compounds)
SMILES	CHRM4 PAM	M4 ag	CHRM5 antagonist	M4 antag	CHRM1 antagonist	M1 PAM	CHRM5 agonist	M5 PAM	CRFBP-R2 agonist
CCN(C(=O)COC(=O)/C(C#N)=C/c1cc(C)n(CCOC)c1C)c1c(N)n(Cc2ccccc2)c(=O)[nH]c1=O	10.3	0.4	12.2	-0.5	6.0	-1.0	1.4	0.4	2.9
O=C(NCc1ccco1)c1ccc(Br)c(S(=O)(=O)N2CCCCC2)c1	0.6	7.3	-0.7	-9.9	-25.2	9.4	2.0	-7.8	-4.7
CC1CCc2nn(CC(=O)NC3CCCC(C)C3C)cc2C1 (centres undefined)	2.0	0.1	0.2	-1.9	-2.8	6.6	2.4	-3.1	-5.1
COc1ccccc1C(=O)NCc1ccc2c(c1)OCO2	12.6	1.7	-3.7	-12.0	-18.0	9.6	-0.4	0.6	0.1
CCOC(=O)[C@]12CCC=C1N(Cc1cccc3ccccc13)C(=O)[C@H](CC(=O)N1CCN(C(=O)c3ccco3)CC1)C2	0.8	6.5	1.9	-17.0	x	x	4.2	-7.5	x
O=C1CCC([N+](=O)[O-])C(c2cccc(Br)c2)N1 (centres undefined)	6.0	0.7	-0.8	-5.5	-6.6	7.3	0.2	-0.9	-1.9
COc1ccc2c(COC(=O)c3n[nH]c4ccccc34)cc(=O)oc2c1	-0.6	0.8	-8.4	6.1	-9.2	-0.4	-1.9	0.7	-0.1
COc1ccc(C2/C=C\CN(C(=O)NC34CC5CC(CC(C5)C3)C4)CC(=O)N2Cc2ccc(F)cc2)cc1 (centres undefined)	0.1	-0.6	4.8	-4.2	-4.0	15.5	1.7	9.3	5.2
O=C(Cn1c(=O)n(-c2ccccc2)c(=O)c2sccc21)NCc1ccccc1	9.1	-1.2	-0.5	3.5	-17.2	9.8	2.1	11.1	-2.1
CCC(=O)Nc1ccnc(-c2cccnc2)n1	3.2	1.2	-4.4	-1.4	0.7	4.5	2.2	2.5	-0.9
COc1cccc(=O)c2c(C)n(-c3ccc(C(=O)O)cc3)c(C)c12	-5.2	19.1	16.3	-12.4	12.3	-2.3	4.8	-13.5	8.1
CC1=C(n2nnc([N+](=O)[O-])n2)C(c2cccnc2)C(C#N)=C(N)O1 (centres undefined)	4.9	0.7	-1.6	5.0	-2.0	4.5	1.7	-0.2	-2.2
C[C@@H]1CN([C@@H](C)CO)C(=O)CCCn2nncc2CO[C@H]1CN(C)Cc1ccccc1	5.1	0.6	10.3	-12.9	-10.6	6.3	2.1	-5.3	0.1
CC1CCCN(c2ccc(C(=O)OCn3nnc4ccccc4c3=O)cc2[N+](=O)[O-])C1 (centres undefined)	-0.4	0.7	7.4	3.7	6.2	-6.0	0.4	-0.6	0.2
CN(C[C@H](Cc1ccccc1)N(CCN(CCc1ccccc1)N=O)N=O)N=O	9.1	11.3	12.4	4.0	-9.6	10.8	4.0	3.0	6.7
